Source: PubChem (National Center for Advancing Translational Sciences (NCATS))
BRCA1 expr up = qHTS Assay to Identify Small Molecule Activators of BRCA1 Expression | MCF7-BRCA1-FFLuc reporter, luminescence, 48 h; response scale: scaled: vehicle 0%, 10 µM genistein 100% | Potency, µM (top dose mostly 46.1 µM), without a hit: at the top dose activation, most hits filed as activators | hit rate 1.1% among 380,000; note: potency is the fitted concentration of half-maximal effect; nearly all actives have a fitted effect of over 80% in size; some results filed as inactive show a strong effect at the top dose
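MCF7-BRCA1-FFLuc cells, 2000/well in phenol-red-free MEM, attached 2 h then treated 48 h at 37 C. Luciferase luminescence read 15 min after reagent; normalized to genistein maximum activation (10microM) and DMSO, concentration-response fitted.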
ELG1 genotoxic = qHTS screen for small molecules that induce genotoxicity in human embryonic kidney (HEK293T) cells expressing luciferase-tagged ELG1 | HEK293T ELG1-luciferase reporter, luminescence, 16 h | Potency, µM (highest dose often 46 µM), for inactives: at the top dose activity change, positive = activation, usual class: activators | hit rate 1.3% among 330,000; note: potency is the fitted concentration of half-maximal effect; % of control where 0% means no effect; nearly all actives have a fitted effect of over 60% in size
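Genotoxic stress is detected as increased luminescence from luciferase-tagged ELG1 in HEK293T cells, measured with ONE-Glo after a 16 hr treatment at 37 °C.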
p53 reactivation = qHTS assay for re-activators of p53 using a Luc reporter; H1299 p53-A138V BP100-luciferase reporter, luminescence, 24 h; Potency, µM (top dose mostly 92.2 µM), inactives show at the top dose activity change, positive = activation, hits mostly activators; hit rate 0.063% among 320,000; AID 504706, 2011; note: potency is the fitted concentration of half-maximal effect; % of control where 0% means no effect; nearly all actives have a fitted effect of over 45% in size
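p53-null H1299 cells stably carrying temperature-sensitive p53-A138V and a BP100-luciferase reporter were pinned with compounds (4-point, 1:5 series) and held 24 hrs at 37 deg C. Luminescence was read 10 min after detection reagent.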
B2AR arrestin = qHTS assay of beta-arrestin-biased ligands of beta2-adrenergic receptor; Beta-2 adrenergic receptor (Homo sapiens), P07550; beta-arrestin recruitment to beta2AR, cell-based reporter; Potency, µM (doses to about 46.1 µM), for the others: at the highest dose activation, usual class: activators; hit rate 0.02% among 330,000; AID 492947, 2010;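 note: potency is the fitted concentration of half-maximal effect; 0% = DMSO controls and full agonism = EC100 isoproterenol or metaproterenol; nearly all actives have a fitted effect of over 65% in size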
S-ASM inh = Inhibitors of Secretory Acid Sphingomyelinase (S-ASM): qHTS. hit rate 0.006% among 340,000. placental ASM, HMU-PC fluorogenic substrate, 60 min. Sphingomyelin phosphodiesterase (Homo sapiens), P17405. AID 504937, 2011. Potency, µM (titrated, usually from 57.5 µM), for the others: at the top dose activity change, negative = inhibition, usual class: inhibitors; note: potency is the fitted concentration of half-maximal effect
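Human placenta-derived ASM enzyme was preincubated with compound for 10 minutes at room temperature, then given fluorogenic substrate HMU-PC0 (9 uM final) for 60 minutes at 37 °C; a pH 10 stop preceded fluorescence reading at Ex 386/Em 447 nm.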
Eya2 inh = qHTS Assay for Inhibitors of the Phosphatase Activity of Eya2; recombinant Eya2, OMFP fluorescence dephosphorylation (OMFP is methylfluorescein phosphate); Potency, µM (top dose mostly 76.9 µM), without a hit: top-dose activity, negative = inhibition, most hits filed as inhibitors; hit rate 0.006% among 330,000; note: potency is the fitted concentration of half-maximal effect; % is set by controls: 0 for no effect and ±100 for the full control effect
Target sequence (O00167 whole entry, looked up): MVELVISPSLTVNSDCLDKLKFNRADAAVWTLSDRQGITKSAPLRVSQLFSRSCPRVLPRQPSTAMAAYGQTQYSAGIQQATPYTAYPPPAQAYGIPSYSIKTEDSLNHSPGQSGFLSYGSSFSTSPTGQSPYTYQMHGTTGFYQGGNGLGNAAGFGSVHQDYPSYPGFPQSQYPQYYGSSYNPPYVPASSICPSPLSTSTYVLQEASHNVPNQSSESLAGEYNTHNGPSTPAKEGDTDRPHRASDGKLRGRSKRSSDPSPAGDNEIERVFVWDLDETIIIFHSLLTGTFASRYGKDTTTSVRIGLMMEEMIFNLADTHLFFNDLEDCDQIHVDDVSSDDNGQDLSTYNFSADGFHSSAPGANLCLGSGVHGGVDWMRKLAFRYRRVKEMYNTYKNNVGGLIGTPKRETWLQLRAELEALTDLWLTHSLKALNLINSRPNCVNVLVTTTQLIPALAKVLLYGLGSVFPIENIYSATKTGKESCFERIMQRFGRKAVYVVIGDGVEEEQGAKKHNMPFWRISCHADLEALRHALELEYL
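Eya2 (0.2 uM) preincubated 10 min at ambient with compound, then OMFP substrate added at 50 uM; 10 min reaction in 50 mM HEPES pH 7.5, 50 mM NaCl, 5 uM MgCl2, 0.05% BSA, 1 mM DTT. Fluorescence read at Ex 485/Em 525 nm.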
uPA generation = qHTS for Inhibitors of Cell Surface uPA Generation; AID 540303, 2011; hit rate 0.31% among 330,000; cell surface uPA generation assay, qHTS; Potency, µM (doses to about 38.3 µM), for inactives: at the highest dose activity change, negative = inhibition, usual class: inhibitors; active = well fitted inhibition curve with a large enough effect; inconclusive = small, poorly fitted or top-dose-only effect; inactive = no such curve, though single readings can be large or run the other way; tested in mouse RAW 264.7 cells; note: potency is the fitted concentration of half-maximal effect; % is set by controls: 0 for no effect and ±100 for the full control effect; nearly all actives have a fitted effect of over 55% in size
a7 integrin act = qHTS for Activators of Integrin-Mediated Alleviation for Muscular Dystrophy; hit rate 0.064% among 350,000; alpha7betagal myoblasts, beta-gal FDG fluorescence, 48 h; Potency, µM (series often up to 38.3 µM), inactives show top-dose activation, usual class: activators;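 note: potency is the fitted concentration of half-maximal effect; 100% = response of the positive control SU9516; nearly all actives have a fitted effect of over 60% in size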
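Alpha7betagal+/- myoblasts (passage 13) were plated 16-24 hr, then exposed to compounds (1:260 dilution of DMSO stock) for 48 hours at 37C. After MPER lysis, β-galactosidase reporter activity was read as FDG fluorescence (ex 480/em 540) after 30 minutes.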
PTAP TSG101 blk = qHTS Assay for Iinhibitors of HIV-1 Budding by Blocking the Interaction of PTAP/TSG101; Tumor susceptibility gene 101 protein (Homo sapiens), Q99816; Fluorescence polarization, FITC-PTAP peptide / Tsg101 binding; Potency, µM (series often up to 115 µM), for inactives: top-dose activity change, negative = inhibition, hits mostly inhibitors; 340,000 tested, under 10 active; active = well fitted inhibition curve with a large enough effect in the main read-out, with a control signal flat, not every such curve was filed as active; inconclusive = small, poorly fitted or top-dose-only effect, or effect the other way, or a change in a side signal; inactive = no such curve, though single readings can be large or run the other way; note: potency is the fitted concentration of half-maximal effect; % of control where 0% means no effect
Target sequence (Q99816 whole entry, looked up): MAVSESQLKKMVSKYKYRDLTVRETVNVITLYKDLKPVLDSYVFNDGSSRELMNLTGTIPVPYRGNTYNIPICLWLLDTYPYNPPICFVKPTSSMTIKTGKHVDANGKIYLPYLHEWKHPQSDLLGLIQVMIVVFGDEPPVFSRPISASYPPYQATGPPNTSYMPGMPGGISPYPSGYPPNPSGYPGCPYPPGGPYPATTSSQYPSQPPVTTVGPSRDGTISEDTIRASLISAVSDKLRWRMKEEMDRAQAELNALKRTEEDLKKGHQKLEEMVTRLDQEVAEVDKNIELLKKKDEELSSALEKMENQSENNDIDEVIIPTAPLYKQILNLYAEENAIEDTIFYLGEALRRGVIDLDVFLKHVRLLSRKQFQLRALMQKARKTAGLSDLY
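Fluorescence polarization binding of Tsg101 binding domain (10 uM final) to FITC-labeled PTAP peptide (50 nM final) in HEPES pH 7.5 buffer with NaCl, Tween 20, EDTA, TCEP. Compounds added before peptide; binding 20 min at RT.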
TRPV1 ag = HTS Assay for Compounds that Act as Agonists of the Vanilloid Receptor 1. AID 540275, 2011. activation, % at 8.33 µM. TRPV1-expressing cells, Fluo-8 calcium influx, agonist mode. hit rate 0.19% among 320,000; in the data active = activation above about 80%; inconclusive = between about 30% and that limit; note: 0% is about no effect
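Cells expressing TRPV1 were dye-loaded with Fluo-8 and read kinetically: 10 s baseline, 3 min after compound (agonist portion), then 2 min after EC20 capsaicin (allosteric enhancer portion). Calcium-bound dye fluorescence at 480/520 nm.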
USP2a inh = qHTS Assay for Inhibitors of Ubiquitin-specific Protease USP2a Using CHOP2 as the Reporter; hit rate 0.01% among 330,000; Potency, µM (doses to about 38.3 µM), inactives show top-dose activity change, negative = inhibition, hits mostly inhibitors; USP2 core, Ub-CHOP2 coupled fluorogenic reporter, 485/531;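 note: potency is the fitted concentration of half-maximal effect; plate controls were DMSO wells for no effect and full inhibition by NEM control for full effect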
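Cell-free coupled assay: 10nM USP2 core preincubated 30min RT with compound in Tris-HCl pH 8.0/CaCl2/CHAPS buffer, then 25nM Ub-CHOP2 and 25nM reporter substrate; fluorescence (Ex 485/Em 531) read after 60min RT, normalized to NEM inhibition, concentration-response curves fitted.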
* hit, by the source's call; ? = inconclusive; . = no result given; [ ] = another dose, or the depositor's remark. Unless noted, calls come from the whole dose curve; as a rule, active = well fitted curve in the direction sought with a large enough effect; inconclusive = small, poorly fitted or top-dose-only effect, or another doubt; inactive = no such curve, though single readings can be large; an effect the other way counts as inactive or inconclusive.

SMILES	BRCA1 expr up	ELG1 genotoxic	p53 reactivation	B2AR arrestin	S-ASM inh	Eya2 inh	uPA generation	a7 integrin act	PTAP TSG101 blk	TRPV1 ag	USP2a inh
C[C@@H](NC(=O)c1[nH]cnc1C(=O)Nc1ccccc1)c1ccccc1	-56.2%	-4.5%	-3.1%	-0.8%	-5.9%	-6.8%	?	-15.3%	-0.1%	?	-0.8%
Cc1ccc(Nc2ccc3nonc3c2[N+](=O)[O-])cc1	1.2%	-4.8%	-1.7%	-0.1%	-2.6%	9.6%	4.2%	2.9%	-13.2%	2.2	7.4%
Cn1c(SCC(=O)NC2CCCC2)nnc1-c1ccco1	-11.9%	3.5%	9.9%	0.7%	1.4%	?	-0.8%	-1.1%	-11.0%	-2.9	2.4%
COc1ccc(-c2ccc(=O)n(CC(=O)Nc3cccc(O)c3)n2)cc1OC	3.9%	2.9%	-10.5%	0.5%	-3.8%	-26.5%	.	-26.5%	-10.8%	0.4	-0.3%
O=C(Cc1ccccc1)NNC(=O)Cc1ccccc1	0.0%	-0.3%	3.1%	-0.9%	11.5%	-8.1%	0.6%	-7.8%	0.4%	1.5	9.9%
O=C(COC(=O)COc1cccc(F)c1)NCCC1=CCCCC1	11.0%	-4.7%	-2.1%	0.3%	-0.5%	-28.2%	1.7%	1.2%	-5.8%	16.7	2.1%
CCC1SC2=NC(C)=C(C(=O)OC)C(c3ccc(C(=O)OC)cc3)N2C1=O (configuration not stated)	-41.6%	1.8%	-13.9%	-0.4%	-1.1%	0.9%	-0.5%	-8.0%	-7.9%	0.8	1.0%
C=CCN=c1sc(C(=O)OC)cc(=O)n1CC=C	-1.3%	-0.9%	7.2%	3.9%	-1.3%	-11.5%	.	-20.4%[7.66 µM]	-0.3%	-2.8	2.1%
CC(=O)c1cccc(Nc2cc(C)nc3ccccc23)c1	-17.7%	-2.6%	-6.5%	-0.7%	-2.8%	-9.7%	-5.5%	6.5%	-7.8%	0.3	0.5%
FC(F)(F)c1cc(-c2ccccc2)nc(NCc2cccs2)n1	-50.0%	-0.4%	-0.1%	-0.6%	-5.7%	-1.1%	6.9%	7.4%	-0.7%	22.0	1.8%
COc1ccc(/C(C)=N\NS(=O)(=O)c2ccccc2)cc1OC	-26.4%	1.1%	-8.0%	-0.8%	0.3%	5.5%	-6.3%	8.5%	-1.5%	-3.6	0.6%
CCn1nc(C)c(CNC(=O)c2cc(COc3ccc(F)cc3Cl)on2)c1C	-9.1%	2.7%	-1.4%	-0.1%	-1.6%	-17.9%	?	-43.0%	-4.3%	23.9	4.2%
COc1ccc(OC)c(S(=O)(=O)Nc2cc(C(=O)O)ccc2N2CC3CC(C2)c2cccc(=O)n2C3)c1 (configuration not stated)	-3.3%	-0.2%	2.4%	-0.2%	5.8%	10.2%	8.9%	0.0%	-4.8%	-1.2	1.0%
NC(=O)C1CCN(C(=O)CC2C(=O)NCCN2Cc2cccc(Oc3ccccc3)c2)CC1 (configuration not stated)	-23.6%	0.7%	?	-1.0%	13.1%	-8.0%	-1.1%	30.8%	-0.8%	-1.9	2.2%
Cc1nc(N2CCC(C)CC2)c2c(C)c(C(=O)O)sc2n1	2.6%	-10.5%	-8.5%	0.2%	8.0%	-0.4%	-7.4%	-9.1%	-4.8%	0.9	-3.5%
CCC(=O)N/N=C(\C)CC(=O)Nc1ccc2c(c1)OCCO2	-25.2%	-7.8%	13.5%	-0.9%	7.4%	1.6%	1.9%	-4.8%	-0.4%	?	-0.7%
Cc1cc2oc(=O)cc(CSc3nc(N)cc(N)n3)c2cc1C(C)C	13.3%	-1.7%	-3.0%	0.4%	-10.4%	9.9%	2.9%	-3.3%	-1.8%	20.7	0.0%
Cc1cc[n+](CC(=O)c2cc3ccccc3oc2=O)cc1	-6.3%	14.7%	?	0.0%	5.4%	-19.3%	11.0%	-8.6%	-2.0%	-2.2	2.5%
COc1cccc(NC(=O)CSc2ncnc3c2oc2ccccc23)c1	-11.6%	9.3%	1.0%	-0.1%	-0.4%	-11.3%	-6.1%	24.3%	1.5%	6.2	-0.3%
O=[N+]([O-])c1cccc(S(=O)(=O)NCc2ccccn2)c1	-2.2%	-0.7%	10.5%	0.1%	2.5%	4.6%	-0.3%	29.7%	-3.1%	-1.0	-1.1%
CCOC(=O)N1CCN(C(=O)/C=C/c2ccc(OC)cc2)CC1	4.5%	1.9%	9.1%	-0.9%	0.9%	-9.3%	-18.5%	-10.2%	-0.7%	1.1	0.5%
O=C(Cc1ccccc1)N/N=C/c1ccc(-c2ccc([N+](=O)[O-])cc2)o1	-26.8%	3.9%	-10.9%	-0.4%	1.3%	-2.7%	0.1%	-10.0%	?	7.0	1.7%
CCN(CC)C(=O)CSc1nnc(-c2ccccn2)n1-c1ccccc1OC	1.4%	-4.8%	-2.5%	0.3%	1.6%	-1.4%	4.7%	-11.3%	-3.0%	1.1	-2.0%
Cc1ccc(C(=O)NC2CC3CCC(C2)N3C)cc1 (configuration not stated)	2.3%	-1.2%	-11.4%	0.0%	2.8%	4.0%	17.9%	?	-1.1%	0.7	-0.9%
CC1(c2cccc(Br)c2)NC(=O)NC1=O (configuration not stated)	-12.0%	0.1%	2.5%	0.2%	9.4%	-2.4%	1.7%	32.4%	3.2%	0.4	2.9%

(more compounds)
SMILES	BRCA1 expr up	ELG1 genotoxic	p53 reactivation	B2AR arrestin	S-ASM inh	Eya2 inh	uPA generation	a7 integrin act	PTAP TSG101 blk	TRPV1 ag	USP2a inh
CCOc1ccc(C(C)=O)cc1Cn1c(=O)oc2ccccc21	-20.3%	-1.9%	-4.4%	-0.1%	-1.7%	-6.8%	-5.2%	?	-5.9%	15.2	-0.9%
N#CC(c1cccc(Cl)c1)c1ncc(C(F)(F)F)cc1Cl (configuration not stated)	7.9%	-1.0%	-1.9%	-0.1%	-2.0%	-18.9%	5.0%	4.1%	-2.1%	2.8	-0.3%
CCCCCC(O)(c1ccc(OC)cc1)C(CN1CCOCC1)c1ccccc1 (configuration not stated)	-56.2%	-9.4%	-5.8%	0.2%	0.4%	-24.6%	-16.1%	?	-3.9%	21.8	0.9%
COc1cc(OC)cc(-c2c(C#Cc3ccsc3)c3cc(-c4ccccc4OC)ccc3n2C)c1	41.1%	0.6%	-1.0%	-0.8%	214.2%	9.1%	-1.8%	0.7%	4.6%	.	5.5%
Cc1noc(C)c1CSc1ccc(Br)cc1	15.1%	0.7%	3.9%	-0.2%	-3.8%	23.5%	-4.9%	14.1%	-4.7%	-3.7	4.6%
O=C(COC(=O)c1ccccc1Br)Nc1cc(S(=O)(=O)N2CCOCC2)ccc1N1CCCC1	0.0%	-7.2%	-0.1%	-0.2%	-0.6%	-16.0%	1.3%	-17.8%	1.5%	3.2	-1.1%
Cc1noc(C)c1COC(=O)c1cc2c3ccccc3n(C)c2s1	1.5%	3.9%	5.0%	-1.1%	3.8%	-7.9%	1.6%	1.7%	-1.1%	-1.1	-5.7%
O=C(CCSCc1ccccc1Cl)N1CCN(c2ccccn2)CC1	78.1%	3.9%	?	-0.4%	1.1%	1.3%	.	-15.2%	-6.1%	20.8	-3.3%
CC1CCN(c2c(NCC3CCC(C(=O)NCCc4ccccc4)CC3)c(=O)c2=O)CC1 (configuration not stated)	0.0%	-2.9%	6.0%	-0.4%	3.2%	1.1%	12.7%	27.7%	-0.7%	7.9	0.7%
COc1cc(CN2CCN(C(=O)c3ccccc3F)CC2)cc(OC)c1OC	-3.6%	-8.1%	-4.4%	0.4%	0.9%	-16.4%	8.0%	-16.7%	-4.5%	7.5	-1.0%

Compounds as they come, and some 2.6% of all compounds hit somewhere here.
